RORg inh = inhibitors of mouse ROR gamma transcriptional activity | Potency, µM (doses to about 53.6 µM), for inactives: at the top dose activity change, negative = inhibition, hits mostly inhibitors | Drosophila S2 Gal4-RORgamma UAS-luciferase reporter, 20 h | actives 5.4% (n = 310,000) | P51450; further: nearly all actives have a fitted effect of over 60% in size
Target sequence (P51450 whole entry, looked up, the tested form may be a part): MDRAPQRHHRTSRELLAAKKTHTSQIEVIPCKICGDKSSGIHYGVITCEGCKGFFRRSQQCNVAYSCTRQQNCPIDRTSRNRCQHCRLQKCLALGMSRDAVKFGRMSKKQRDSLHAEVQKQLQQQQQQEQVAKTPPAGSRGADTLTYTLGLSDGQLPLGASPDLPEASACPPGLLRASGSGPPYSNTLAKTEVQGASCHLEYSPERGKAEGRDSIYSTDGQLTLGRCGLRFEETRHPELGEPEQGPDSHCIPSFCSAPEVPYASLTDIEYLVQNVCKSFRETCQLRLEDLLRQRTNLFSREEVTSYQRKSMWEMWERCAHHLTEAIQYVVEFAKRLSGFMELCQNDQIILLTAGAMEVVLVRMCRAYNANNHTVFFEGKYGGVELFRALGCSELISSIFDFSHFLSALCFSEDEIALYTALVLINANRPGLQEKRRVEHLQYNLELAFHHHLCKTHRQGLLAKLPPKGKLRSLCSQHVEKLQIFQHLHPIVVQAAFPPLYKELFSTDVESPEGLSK
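A Gal4/UAS one-hybrid system in insect cells: metallothionein-promoter Gal4–ROR gamma fusion plus Photinus luciferase reporter. Copper sulfate 700 uM final, 20 hr ambient incubation, luminescent detection after 10 min with reagent.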
VP16 counter = inhibits Gal4-VP16 luciferase reporter, ROR gamma counter-screen; Drosophila S2 Gal4-VP16 UAS-luciferase, luminescence, 20 h; Potency, µM (series often up to 53.6 µM), for the others: top-dose activity, negative = inhibition, most hits filed as inhibitors; actives 3.5% (n = 310,000); AID 2546;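 further: Gal4-VP16 expression switched on by copper sulfate through the metallothionein promoter; nearly all actives have a fitted effect of over 50% in size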
Starred values were filed as active, the others as inactive; ? = inconclusive; & = joins results of further samples; [ ] = remark or other dose. The call rests on the fitted dose curve; in most records, active means well fitted curve in the direction sought with a large enough effect; inconclusive means small, poorly fitted or top-dose-only effect, or another doubt; inactive means no such curve, though single readings can be large; an effect the other way counts as inactive or inconclusive. On the % scale 0 is the no-effect control and ±100 the full control effect; potency means the concentration at half of the fitted maximal effect. These rows are one share of the data; rates above refer to the full screens.

SMILES	RORg inh	VP16 counter
C/C=C(/C)C(=O)OC1C(OC(C)=O)[C@@]2(CO)C(O)C[C@@]3(C)C(=CCC4[C@@]5(C)CCC(OC6OC(C(=O)O)[C@@H](O[C@@H]7OC(CO)C(O)C(O)C7O)C(O)[C@H]6O[C@@H]6OC(CO)C(O)C(O)C6O)[C@](C)(CO)C5CC[C@@]43C)C2CC1(C)C (stereo partly drawn)	-21%	-18%
COc1ccc2c(c1)O[C@@H](c1cccc(C(F)(F)F)c1)[C@H](OC(=O)NS(=O)(=O)c1ccc(F)cc1)C2=O	19%	6%
COC(=O)[C@@]1(Cc2ccccc2)[C@H]2c3cc(C(=O)N4CCCC4)n(Cc4ccc(OC)c(OC)c4)c3C[C@H]2CN1C(=O)c1ccccc1	3%	-12%
COCC(=O)N1CCC2(CCCN(Cc3ccccc3OC)C2)CC1	2%	-1%
CC(=O)CCC(=O)O	8%[10 µM]	5%
Cc1cccc(CNc2ncncc2-c2ccc3c(c2)OCO3)c1	-23%	-4%
O=C(c1cccc(F)c1)N1CCC2(CC1)CN(c1ccccc1)C2	33%	7%
CN1CCN(c2ncc3nc(-c4cc(F)cc(F)c4)c(=O)n(-c4ccccc4)c3n2)CC1	-3%	6%
COC(=O)C1(CC(C)C)C=C2C(=C(c3ccccc3)C(=O)C2C)CN1 (stereo not drawn)	1%	1%
O=C1c2ccccc2C(Cc2ccnc(F)c2)(Cc2ccnc(F)c2)c2ccccc21	35%	1%
CCC#CCOCC(=S)Nc1ccccc1	-6%	1%
COC(=O)[C@@H]1CC[C@H](C)[C@@H](c2ccc(C)cc2)N1C(=O)c1ccc(/C=N\O[C@@H]2O[C@H](COC(C)=O)[C@H](OC(C)=O)[C@H](OC(C)=O)[C@H]2OC(C)=O)cc1	7%[10 µM]	-3%[10 µM]
O=c1c(-c2ccc(F)cc2)nc2cnc(N3CCOCC3)nc2n1Cc1ccc(F)cc1	-15%	4%
Cc1cnc(CNc2cc(-c3cccnc3)ncn2)cn1	40%	-2%
COC(=O)[C@@H]1CC[C@H](C)[C@@H](c2ccc(C)cc2)N1C(=O)c1ccc(/C=N\OC[C@@H](O)[C@H]2O[C@H]3OC(C)(C)O[C@H]3[C@@H]2O)cc1	2%[10 µM]	-2%[10 µM]
CC(C)n1cnc2c(NCc3ccccc3)nc(NCCO)nc21	18%	?
COCCNc1cc(-c2c(C)noc2C)ncn1	-13%	-10%
Cc1cccc(-c2ccc(-c3cc(=O)oc4cc(C)cc(C)c34)cc2)c1	17%	1%
COc1ccccc1-c1cncnc1NCCc1cnc[nH]1	-4%	-2%
CSCC[C@H](NC(=O)[C@H](CC(C)C)NC(=O)CNC(=O)[C@H](Cc1ccc(O)cc1)NC(=O)[C@H](Cc1ccccc1)NC(=O)[C@H](CCCCN)NC(=O)[C@H](CC(N)=O)NC(=O)[C@@H]1CCCN1C(=O)[C@H](CC(=O)O)NC(=O)[C@H](C)NC(=O)[C@@H]1CCC(=O)N1)C(N)=O	5%	-4%
NC(=O)NCC(N)C(=O)O (stereo not drawn)	-8%	-3%
CCNc1ncc2nc(-c3ccccc3)c(=O)n(C3CC3)c2n1	-6%	-5%
COc1ccc(-c2nc3cnc(N4CCN(C)CC4)nc3n(CCc3ccccc3)c2=O)cc1	-1%	0%
O=C1CCCC=C1[C@@H](O)CCOCc1ccccc1	25%[10 µM]	-6%[10 µM]
CN1[C@H](CC(=O)c2ccccc2)CCC[C@H]1C[C@@H](O)c1ccccc1	1%	4%
COc1ccccc1CCn1c(=O)cnc2cncnc21	11%	-7%
O=C(Nc1cccc(F)c1)N1CCCC2(CCN(S(=O)(=O)c3ccccc3)CC2)C1	4%	5%
O=c1cnc2cnc(Oc3ccccc3)nc2n1CCc1ccccc1	13%	-9%
c1ccc([C@H]2NCCc3c2[nH]c2ccccc32)cc1	-1%[10 µM]	-10%[10 µM]
O=c1c(-c2ccc(F)cc2)nc2cnc(Nc3ccccc3)nc2n1Cc1cccs1	0%	5%

Another view of some results above:
Values run as follows: RORg inh | VP16 counter
C/C=C(/C)C(=O)OC1C(OC(C)=O)[C@@]2(CO)C(O)C[C@@]3(C)C(=CCC4[C@@]5(C)CCC(OC6OC(C(=O)O)[C@@H](O[C@@H]7OC(CO)C(O)C(O)C7O)C(O)[C@H]6O[C@@H]6OC(CO)C(O)C(O)C6O)[C@](C)(CO)C5CC[C@@]43C)C2CC1(C)C (stereo partly drawn)
    -21% | -18%
COc1ccc2c(c1)O[C@@H](c1cccc(C(F)(F)F)c1)[C@H](OC(=O)NS(=O)(=O)c1ccc(F)cc1)C2=O
    19% | 6%
COC(=O)[C@@]1(Cc2ccccc2)[C@H]2c3cc(C(=O)N4CCCC4)n(Cc4ccc(OC)c(OC)c4)c3C[C@H]2CN1C(=O)c1ccccc1
    3% | -12%
COCC(=O)N1CCC2(CCCN(Cc3ccccc3OC)C2)CC1
    2% | -1%
CC(=O)CCC(=O)O
    8%[10 µM] | 5%
Cc1cccc(CNc2ncncc2-c2ccc3c(c2)OCO3)c1
    -23% | -4%
O=C(c1cccc(F)c1)N1CCC2(CC1)CN(c1ccccc1)C2
    33% | 7%
CN1CCN(c2ncc3nc(-c4cc(F)cc(F)c4)c(=O)n(-c4ccccc4)c3n2)CC1
    -3% | 6%
COC(=O)C1(CC(C)C)C=C2C(=C(c3ccccc3)C(=O)C2C)CN1 (stereo not drawn)
    1% | 1%
O=C1c2ccccc2C(Cc2ccnc(F)c2)(Cc2ccnc(F)c2)c2ccccc21
    35% | 1%
CCC#CCOCC(=S)Nc1ccccc1
    -6% | 1%
COC(=O)[C@@H]1CC[C@H](C)[C@@H](c2ccc(C)cc2)N1C(=O)c1ccc(/C=N\O[C@@H]2O[C@H](COC(C)=O)[C@H](OC(C)=O)[C@H](OC(C)=O)[C@H]2OC(C)=O)cc1
    7%[10 µM] | -3%[10 µM]
O=c1c(-c2ccc(F)cc2)nc2cnc(N3CCOCC3)nc2n1Cc1ccc(F)cc1
    -15% | 4%
Cc1cnc(CNc2cc(-c3cccnc3)ncn2)cn1
    40% | -2%
COC(=O)[C@@H]1CC[C@H](C)[C@@H](c2ccc(C)cc2)N1C(=O)c1ccc(/C=N\OC[C@@H](O)[C@H]2O[C@H]3OC(C)(C)O[C@H]3[C@@H]2O)cc1
    2%[10 µM] | -2%[10 µM]
CC(C)n1cnc2c(NCc3ccccc3)nc(NCCO)nc21
    18% | ?
COCCNc1cc(-c2c(C)noc2C)ncn1
    -13% | -10%
Cc1cccc(-c2ccc(-c3cc(=O)oc4cc(C)cc(C)c34)cc2)c1
    17% | 1%
COc1ccccc1-c1cncnc1NCCc1cnc[nH]1
    -4% | -2%
CSCC[C@H](NC(=O)[C@H](CC(C)C)NC(=O)CNC(=O)[C@H](Cc1ccc(O)cc1)NC(=O)[C@H](Cc1ccccc1)NC(=O)[C@H](CCCCN)NC(=O)[C@H](CC(N)=O)NC(=O)[C@@H]1CCCN1C(=O)[C@H](CC(=O)O)NC(=O)[C@H](C)NC(=O)[C@@H]1CCC(=O)N1)C(N)=O
    5% | -4%
NC(=O)NCC(N)C(=O)O (stereo not drawn)
    -8% | -3%
CCNc1ncc2nc(-c3ccccc3)c(=O)n(C3CC3)c2n1
    -6% | -5%
COc1ccc(-c2nc3cnc(N4CCN(C)CC4)nc3n(CCc3ccccc3)c2=O)cc1
    -1% | 0%

New compounds follow.
SMILES	RORg inh	VP16 counter
CCOC(=O)C1=C(C)NC(C)=C(C(=O)OC)[C@@H]1c1cccc([N+](=O)[O-])c1	-11%[16.9 µM]	7%[17 µM]
CSc1cc2c(cc1C(F)(F)F)N(C(=O)Nc1cccnc1)CC2	22%&12%	3%&1%
CCCCCC(=O)/C=C/[C@@H]1[C@@H](C/C=C\CCCC(=O)O)[C@@H](O)C[C@H]1O	7%	-2%
CCOC(=O)C(CCc1ccccc1)NC1CCc2ccccc2N(CC(=O)O)C1=O (stereo not drawn)	-7%&9%	-28%&-1%
CN(Cc1ccco1)c1nc(-c2ccccc2Cl)nc2ccccc12	9%	0%
CCCCC/C=C\C/C=C\C/C=C\C/C=C\CCCCCC(N)=O	-2%	7%
CCOC(=O)OCC1OC(c2ccccc2)C=CC1OC(=O)OCC (stereo not drawn)	2%[10 µM]	8%[10 µM]
COc1ccc(C(=O)N2CCC[C@@]3(CCN(Cc4nccs4)C3)C2)cc1	0%	2%
COc1cccc(-c2ccc3ncnc(N4CCNCC4)c3c2)c1	16%	7%
CC1(C)OC(C(O)(c2cc(F)c(F)c(F)c2)c2cc(F)c(F)c(F)c2)C(C(O)(c2cc(F)c(F)c(F)c2)c2cc(F)c(F)c(F)c2)O1 (stereo not drawn)	13%[10 µM]	-7%[10 µM]
CN1CCN(c2nc(-c3ccccc3C(F)(F)F)nc3ccccc23)CC1	-18%	3%
CC[C@]1(c2ncc[nH]2)Cc2ccccc2O1	1%	-11%
COC(=O)c1ccc(C(NC(=O)OCc2ccccc2)/C(C)=C/[C@@H](C)C(=O)N(C)Cc2cccnc2)cc1 (stereo partly drawn)	?	0%
COc1cc(C(CCN2CCOCC2)c2c(OC)cc(OC)c3ccc(=O)oc23)cc(OC)c1OC (stereo not drawn)	-10%	-1%
COC(=O)[C@@]1(Cc2ccc(F)cc2)[C@H]2c3cc(C(=O)N4CCCC4)n(CCc4c[nH]c5cc(F)ccc45)c3C[C@H]2CN1C(=O)c1ccccc1	24%	0%
COCCn1c(=O)c(C)nc2cnc(N3CCN(C)CC3)nc21	-9%	0%
COC(=O)[C@@]1(Cc2ccccc2)[C@H]2c3cc(C(=O)N(C)C)n(Cc4ccc(O)c(OC)c4)c3C[C@H]2CN1C(=O)c1ccccc1	40%	12%
OCC1OC(/C=C\c2ccccc2)C=CC1Oc1ccc2c(c1)OCO2 (stereo not drawn)	33%[10 µM]	8%[10 µM]
O=C(O)c1c(Cl)c(Cl)c(Cl)c(Cl)c1-c1c2cc(I)c(=O)c(I)c-2oc2c(I)c(O)c(I)cc12	14µM*	?
CN(C)C(=O)CCSC(SCCC(=O)O)c1cccc(/C=C/c2ccc3ccc(Cl)cc3n2)c1 (stereo not drawn)	?	-3%
COc1ccc(-c2nc3cnc(N(C)C)nc3n(Cc3ccc(F)cc3)c2=O)cc1	17%	-8%
CCc1c2c(nc3ccc(OC)cc13)-c1nc3ccccc3c(=O)n1C2	?	?
COC(=O)N1CCC2(CC1)CN(C(c1ccccc1)c1ccccc1)C2	-8%	8%
O=c1c(O)c(Br)ccc2c(Br)c(O)c(O)c(O)c12	1%	2%
COC(=O)C/C=C/[C@@H](C)[C@H](NC(=O)OCC(Cl)(Cl)Cl)c1ccc2ccccc2c1	12%	1%
COc1cccc(-c2cncnc2NCc2cccc(C)c2)c1	-27%	-2%
CC(=O)OC1CC(O)C(C)(C)C2CC(OC(C)=O)[C@]3(C)C(CC[C@@]4(C)C(c5ccoc5)OC(=O)C5OC534)[C@]12C (stereo partly drawn)	10%	7%
CC(=O)O[C@H]1C[C@@]2(C)[C@H](C[C@@H](O)[C@H]3[C@@]4(C)CC[C@@H](O)[C@@H](C)[C@H]4CC[C@@]32C)C1=C(CCC=C(C)C)C(=O)O	13%[16.9 µM]	0%[17 µM]
CC(C)[C@@H](N)C(=O)O	-8%	-1%
COc1ccccc1CNc1ncnc2ccc(-c3cccc(NS(C)(=O)=O)c3)cc12	?	?
COc1ccc(C#CC2C=CC(OC(C)=O)C(COC(C)=O)O2)cc1 (stereo not drawn)	-2%&30%[10 µM]	-1%&24%[10 µM]
C[C@@H]1COC(=O)O1	-12%	-2%
COc1ccc(-n2c(=O)c(-c3cn(C)c4ccccc34)nc3cncnc32)cc1	28%	-4%
CC(C)(C)OC(=O)NCCCC1=CC2=CC(=O)C(C)(OC(=O)c3cccs3)C(=O)C2=CO1 (stereo not drawn)	-25%	-11%
C[Si](C)(C/C=C/CC[C@H](O)C1=CCCCC1=O)c1ccccc1	3%	-4%
O=C(/C=C\c1ccc(O)c(O)c1)O[C@@H](Cc1ccc(O)c(O)c1)C(=O)O	-15%	2%
OCC1OC(Oc2cccc3cccnc23)C(O)C(O)C1O (stereo not drawn)	-2%	2%
COC(=O)c1cc(=O)c(O)c2c(O)c(O)ccc2c1	-12%	5%
COc1ccc(-c2cccc(C3C4C=CCCC4(C)C(=O)N3Cc3ccccc3)c2)cc1 (stereo not drawn)	-8%	-25%
CC(C)(C)N1C(=O)[C@H]2[C@H]3[C@H](O)[C@H](O)C/C(=N/OCc4ccccc4)[C@H]3CC[C@@H]2C1=O	-4%[10 µM]	-4%[10 µM]
COc1cccc(Nc2ncc3nc(-c4cc(F)cc(F)c4)c(=O)n(C4CC4)c3n2)c1	0%	-10%
COc1ccnc(CS(=O)c2nc3ccc(OC(F)F)cc3[nH]2)c1OC (stereo not drawn)	0%	-15%
Cn1cccc1C(=O)N1CCC2(CCN(C(=O)Nc3cccc(C#N)c3)CC2)CC1	24%	-7%
C#CCCCO/N=C1/C[C@@H](O)[C@@H](O)[C@@H]2[C@@H]3C(=O)N(C[C@@H]4CCCO4)C(=O)[C@H]3CC[C@H]12	-1%[10 µM]	7%[10 µM]
